High-throughput results: PubChem BioAssay, National Center for Advancing Translational Sciences (NCATS)
PI4K2A block: blocks human PI4K2A kinase activity | actives 0.13% (n = 420,000) | Q9BTU6 | purified PI4K2A, ADP-Glo luminescence, 1 h; stronger effect = lower value | activity change, negative = inhibition, % at 76.9 µM; in the data active = activity change below about -50%;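 note: -100% = wells without enzyme as full effect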
Target sequence (Q9BTU6 whole entry, looked up): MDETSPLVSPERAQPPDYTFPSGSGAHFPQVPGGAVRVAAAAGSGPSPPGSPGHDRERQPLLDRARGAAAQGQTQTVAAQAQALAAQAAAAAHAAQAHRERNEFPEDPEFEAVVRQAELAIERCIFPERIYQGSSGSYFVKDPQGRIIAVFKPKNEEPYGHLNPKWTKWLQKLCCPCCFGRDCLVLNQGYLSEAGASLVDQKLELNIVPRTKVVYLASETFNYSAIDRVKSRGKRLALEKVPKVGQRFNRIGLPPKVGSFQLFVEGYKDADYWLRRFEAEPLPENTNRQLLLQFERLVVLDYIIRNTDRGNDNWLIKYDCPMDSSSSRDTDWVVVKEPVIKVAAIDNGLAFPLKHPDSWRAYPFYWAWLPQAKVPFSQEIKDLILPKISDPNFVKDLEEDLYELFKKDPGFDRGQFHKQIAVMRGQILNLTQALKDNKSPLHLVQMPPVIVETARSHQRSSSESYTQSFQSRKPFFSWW
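ADP-Glo luminescence measured ADP generated by PI4K2A enzyme (4 ug/mL before mixing) with 1.2 mM PI substrate (pre-mix) and 300 microM ATP (pre-mix). Tris pH7.5 buffer with MgCl2, Triton X-100; 1 h reaction at ambient temperature.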
The depositor's hits bear a star. Some of the compounds tested (hit frequency here may not be typical).

# | SMILES | PI4K2A block
1 | O=C(Nc1ccc(F)cc1Cl)C1CCCN1S(=O)(=O)c1cccc2cccnc12 (configuration not stated) | -3
2 | COC(=O)[C@]12C[C@H](CC(=O)NCc3ccc(OC)c(OC)c3)C(=O)N(CCc3ccc(OC)c(OC)c3)C1=C[C@H](C(C)C)O[C@@H]2C1CC1 | 2
3 | COc1cc2c(c(OC)c1)[C@H](/C=C/c1ccccc1)[C@@H]([C@H](O)CO)OC2 | 0
4 | COC(=O)C1CN(Cc2cn(Cc3ccc(C)cc3)nn2)CCS(=O)(=O)N1Cc1ccc(F)cc1 (configuration not stated) | -1
5 | COc1cccc(NC(=O)Nc2nc3ncccn3c2-c2ccc(F)c(F)c2)c1 | -1
6 | COc1cc(C=Nn2c(-c3cc(-c4ccccc4)n[nH]3)n[nH]c2=S)ccc1OC(C)=O | 0
7 | COc1ccc(NC(=O)Nc2cc(C)nn2-c2ccccc2)cc1 | -1
8 | COC(=O)[C@]12C[C@H](CC(=O)NCc3ccc(C)o3)C(=O)N(Cc3ccc(Cl)cc3Cl)C1=C[C@H](C(C)(C)C)O[C@@H]2C | -3
9 | COC(=O)[C@]12C[C@H](CC(=O)NCc3ccc(C)o3)C(=O)N(Cc3cccc4ccccc34)C1=C[C@H](COCc1ccccc1)O[C@@H]2C | -6
10 | COc1ccc(S[C@]2(C(=O)N3CCN(c4ncccn4)CC3)CC(=O)N(C(=O)C3CC3)[C@@H]2c2ccc(OC)cc2)cc1 | 5
11 | COC(=O)c1cc(C(C)c2ccccc2O)n2ccccc12 (configuration not stated) | -2
12 | COC(=O)CCC1NC(=O)C(Cc2c[nH]c3ccccc23)NC(=O)C2CC(=O)OC(C)C(NC(=O)C(C)NC(=O)C3CCCN3C(=O)C3CCCN3C(=O)C(C)NC(C)=O)C(=O)NC(CC(C)C)C(=O)NC(CCCCNC(=O)CCC(C(=O)NC(Cc3ccc(O)cc3)C(=O)O)NC1=O)C(=O)NC(Cc1c[nH]c3ccccc13)C(=O)N1CCCC1C(=O)NC(CO)C(=O)N2 (configuration not stated) | -5
13 | O=C(Nc1ccc(F)cc1)Nc1nc2ncccn2c1-c1ccc(F)cc1 | 3
14 | c1nc(NC[C@@H]2CCCO2)c2cc(-c3ccc4c(c3)OCO4)ccc2n1 | -8
15 | C=CCCC(=O)N(Cc1ccccc1)c1ccccc1C(=O)Nc1cc(OC)ccc1OC | 3

Down the list, as entered above.
PI4K2A block, entries 5 to 14: -1, 0, -1, -3, -6, 5, -2, -5, 3, -8

Continuation.
# | SMILES | PI4K2A block
16 | O=C1CCC2(CCC(c3ccccc3)CC2)N1CCO (configuration not stated) | -2
17 | O=C(CSc1nnc(-c2cccnc2)n1C1CCCCC1)N1CCCC1 | -2
18 | CC(=O)CC[C@@H]1CC[C@]2(CCCN(S(=O)(=O)C3CCCCC3)C2)O1 | -5
19 | COCCCN1C(=O)[C@H](CC(=O)N2CCC(c3ccccc3)CC2)[C@]2(C(=O)OC)CCCCC=C12 | -2
20 | Cc1ccc2c(c1)C1CS(=O)(=O)N(CC(C)C)CN1C2 (configuration not stated) | 0
21 | O=C1COc2ccccc2C(c2nnnn2Cc2ccccc2)N1Cc1cccs1 (configuration not stated) | -1
22 | CCC(C#Cc1ccccc1)NCc1ccc(OC)cc1OC (configuration not stated) | -5
23 | COCCCNC(=O)c1ccc(Cn2c(=O)c3ccccc3n(Cc3ccc(C(C)C)cc3)c2=O)cc1 | 1
24 | CCOC(=O)N1CCN(C(=O)C[C@H]2C[C@@]3(C(=O)OC)C(=C[C@H](COCc4ccccc4)O[C@@H]3C)N(Cc3cccc4ccccc34)C2=O)CC1 | -4
25 | CN1CC=C(c2ccc(C(F)(F)F)cc2)N(c2ccccc2)C1=O | -2
26 | COC(=O)C1CN(Cc2cn(Cc3ccc(OC)cc3)nn2)CCS(=O)(=O)N1Cc1ccc(Cl)cc1 (configuration not stated) | 5
27 | COC(=O)Cn1nc(-c2cccc(OC)c2)c2ccccc21 | 4
28 | CC1C=CC=CCCC=CC=CC=CC=CC(OC2O[C@H](C)[C@@H](O)[C@H](N)[C@@H]2O)CC(O)C(C(=O)O)C(O)CC(=O)CC(O)C(O)CCC(O)CC(O)CC(O)CC(=O)OC(C)C(C)C1O (some centres not stated) | -9
29 | Cc1ccc(-c2nnc(SCc3ccc([N+](=O)[O-])cc3)n2-c2ccccc2)cc1 | 2
30 | O=C(Nc1nc2ncccn2c1-c1ccc(F)cc1)C1CC1 | -2

Five entries out of the list above, ordered by their value in PI4K2A block, highest first.
nr | compound | PI4K2A block
23 | COCCCNC(=O)c1ccc(Cn2c(=O)c3ccccc3n(Cc3ccc(C(C)C)cc3)c2=O)cc1 | 1
20 | Cc1ccc2c(c1)C1CS(=O)(=O)N(CC(C)C)CN1C2 (configuration not stated) | 0
21 | O=C1COc2ccccc2C(c2nnnn2Cc2ccccc2)N1Cc1cccs1 (configuration not stated) | -1
24 | CCOC(=O)N1CCN(C(=O)C[C@H]2C[C@@]3(C(=O)OC)C(=C[C@H](COCc4ccccc4)O[C@@H]3C)N(Cc3cccc4ccccc34)C2=O)CC1 | -4
22 | CCC(C#Cc1ccccc1)NCc1ccc(OC)cc1OC (configuration not stated) | -5

(listing goes on)
# | SMILES | PI4K2A block
31 | Cc1cccc(C(=O)Nc2nc3ncccn3c2-c2ccc(F)cc2)c1 | 1
32 | C[C@H](O)[C@@H]1CN2CCc3c([nH]c4cccc(-c5ccc6c(c5)OCO6)c34)[C@@H]2C[C@@H]1N(C)C(=O)c1ccco1 | 2
33 | COC(=O)[C@]12C=CCN1[C@@H](c1ccc(C(F)(F)F)cc1)c1c(c3ccccc3n1S(=O)(=O)c1ccc(C)cc1)C2 | -2
34 | CCOC(=O)CC[C@@]1(C(=O)OCC)C[C@@H](CC(=O)NCC23CC4CC(CC(C4)C2)C3)C(=O)N2CCCC=C21 | -1
35 | CC(C)C(=O)Oc1ccc(CO)cc1[C@H](CCN(C(C)C)C(C)C)c1ccccc1 | 6
36 | COC(=O)C[C@H]1CC[C@@H]2[C@H](COc3ccc(NC(=O)c4ccccc4OC)cc3C(=O)N2C)O1 | 2
37 | CCCCOc1ccc(C(=O)n2ccc3ccc(-c4ccc5ccn(Cc6ccc(OC)cc6)c5c4)cc32)cc1 | 0
38 | O=c1[nH]c(=O)n([C@H]2CCCO2)cc1F | 2
39 | Cc1cccc(Cn2cc(COC(=O)NCCc3c[nH]c4ccccc34)nn2)c1 | -1
40 | O=C(O)Cn1cnnn1 | 1
41 | Cc1ccc(S(=O)(=O)n2ccc(-c3c(-c4ccccc4)noc3C)n2)cc1 | 2
42 | CN1C(=O)c2cc(NS(=O)(=O)c3ccc(F)cc3)ccc2OC[C@H]2O[C@@H](CC(=O)NCC(F)(F)F)CC[C@@H]21 | -3
43 | O=C(OCCN1CCCC12CCC(c1ccccc1)CC2)c1ccccc1 (configuration not stated) | 3
44 | COc1cc(NC(=O)C2CCCN(S(=O)(=O)c3ccc(C(C)(C)C)cc3)C2)cc(OC)c1 (configuration not stated) | -3
45 | CC(C)CN1C(=O)C[C@]2(C(=O)N(C)c3ccc(NC(=O)c4cc(F)ccc4F)cc32)C1c1ccccc1 (some centres not stated) | -6
46 | C[C@H]1CCCN1c1cccc2c1S(=O)(=O)N1CC[C@@H](C1)O2 | -6
47 | CCc1c2c3n4c1CCC[C@@H]4C[C@@H]3O[Si](C(C)C)(C(C)C)OC(C)C2=O (some centres not stated) | 2
48 | C[C@H]1C(c2ccccc2F)O[C@]2(C[C@H](O)c3ccccc3O2)C[C@@H]1O (some centres not stated) | 6
49 | CN1[C@@H](Cc2ccccc2)COc2cccc(N3CCSCC3)c2S1(=O)=O | -3
50 | COc1ccc(CN2C(=O)[C@@](O)(c3cccn3C)c3cc(F)ccc32)cc1 | -3
51 | C[C@H]1[C@@H](NC(=O)c2ccc(O)cc2)CC[C@@]23CCCN2C(=O)CCC[C@@H]13 | 0
52 | CC(C)NC(=O)N[C@H]1C[C@@H]2O[C@H](CO)CC[C@@H]2O[C@@H]1CCc1ccc(-c2ccc(F)cc2)cc1 | -1
53 | CCC(C)N(C(=O)c1oc(=O)c2ccccc2c1-c1ccc(C)cc1)C(C)CC (configuration not stated) | 3
54 | Nc1[nH]c2cc(C(F)(F)F)ccc2c1C(=O)NCc1ccc(F)cc1 | -2
55 | CC(OP(=O)(O)C(NC(=O)[C@H](Cc1ccc(O)cc1)NC(=O)OC(C)(C)C)C(C)C)C(=O)O (some centres not stated) | 1
56 | Cc1ccccc1NC(=O)COC(=O)c1ccc(Sc2ncn[nH]2)c([N+](=O)[O-])c1 | -1
57 | COc1ccc(-c2c(Cc3ccccc3)nc(NC(=O)c3ccccc3)n2Cc2ccccc2)cc1 | 0
58 | CC(C)C[C@H]1COc2cc(N3CCCC3)ccc2S(=O)(=O)N1C | 5
59 | CC(C)Oc1cccc(-c2n[nH]c(=S)n2N=Cc2ccc(O)cc2O)c1 | 2
60 | CCC(=O)N1CCc2cc(Br)c(S(=O)(=O)NCc3ccccc3OC)cc21 | -2

From compound 48 up to 49, copied from above:
# | SMILES | PI4K2A block
48 | C[C@H]1C(c2ccccc2F)O[C@]2(C[C@H](O)c3ccccc3O2)C[C@@H]1O (some centres not stated) | 6
49 | CN1[C@@H](Cc2ccccc2)COc2cccc(N3CCSCC3)c2S1(=O)=O | -3

New compounds follow:
# | SMILES | PI4K2A block
61 | CCCC#Cc1ccc(CC[C@H]2O[C@H]3CC[C@@H](CO)O[C@H]3C[C@H]2NC(=O)CN2CCOCC2)cc1 | -5
62 | COc1cc(-n2c(C)nc3cc(C(=O)N4CCN(C(C)=O)CC4)ccc32)cc(OC)c1OC | 0
63 | Cc1nc(NC2CCCC2)c2nnn(Cc3ccccc3)c2n1 | -5
64 | COC(=O)C1CCCN(C(=O)C2CCN(S(=O)(=O)c3ccccc3[N+](=O)[O-])CC2)C1 (configuration not stated) | -1
65 | Cn1c(=O)c2c(ncn2CC(=O)O)n(C)c1=O | -3
66 | CN(C)S(=O)(=O)c1cccc(C(=O)N/N=C\c2cccc(C#N)c2)c1 | 4
67 | CC(=O)Nc1ccc(/C=C/COC(C)=O)cc1C | -2
68 | CCN(C(=O)C1CCCN(c2nnc(-n3cccc3)s2)C1)c1ccccc1C (configuration not stated) | -1
69 | CCOC(=O)N1CCN(C(=O)C[C@H]2C[C@@]3(C(=O)OC)C(=C[C@H](C(C)C)O[C@@H]3C3CC3)N(CCC3=CCCCC3)C2=O)CC1 | -2
70 | COc1ccc(C(c2ccc(OC)cc2)N2CCN(C(=O)c3noc(C)c3[N+](=O)[O-])CC2)cc1 | -1
71 | Cc1cccc(Cl)c1-n1nnnc1C1(C)CSCC(=O)N1Cc1ccc(F)cc1 (configuration not stated) | 2
72 | CCOc1ccc(C2CC=C(C(=O)O)CN2S(=O)(=O)c2ccc(C)cc2)cc1 (configuration not stated) | -2
73 | COc1cc(C=Nn2c(-c3ccccc3F)n[nH]c2=S)ccc1OCc1ccccc1 | 44
74 | O=c1c([N+](=O)[O-])c(Cl)c2ccccc2n1Cc1ccccc1 | 11
75 | Cn1c(=O)cc(OCCCC(=O)Nc2cc(C(F)(F)F)ccn2)c2ccccc21 | -1
76 | Cc1cccc(CCNC(=O)CSc2nc3c([nH]2)c(=O)n(C)c(=O)n3C)c1 | -6
77 | Cc1ccc(NC(=O)OC2CC3CC2[C@H]2CCCCN2C3)cc1 (some centres not stated) | -2
78 | Cc1ccc(S(=O)(=O)NCC2Cc3ccccc3N2S(=O)(=O)c2ccc(C)cc2)cc1 (configuration not stated) | 3
79 | O=C(NCc1ccccc1Cl)O[C@H]1CC[C@@]23CCCN2C(=O)CCC[C@H]3C1 | -4
80 | C(=N/N1CCN(c2ccccc2)CC1)/c1ccco1 | -7
81 | O=C(Nc1ccccc1)Nc1c(-c2ccccc2)nc2ncccn12 | -1
82 | COc1ccc(C(=O)c2[nH]c(N)c(C(=O)c3ccccc3)c2-c2ccc(OC)c(OC)c2)cc1 | 5
83 | CCCCCCCCN1CN2Cc3cc(F)ccc3C2CS1(=O)=O (configuration not stated) | -8
84 | COC(=O)c1cc(NC(=O)NC2CCCCN(Cc3cccc(Cl)c3)C2=O)cc(C(=O)OC)c1 (configuration not stated) | 7
85 | C[C@@H]1Cc2cc(O)cc(O)c2C(=O)O1 | -1
86 | COC(=O)c1cc(-c2ccc(F)c(Cl)c2)c(=O)n2c1CCC2 | 4
87 | C[C@@H]1COc2cccc(N3CCCC3)c2S(=O)(=O)N1C | 1
88 | CCOC(=O)[C@@]12CCC3=C1N(CCC3)C(=O)[C@H](CC(=O)N1CCC(c3ccccc3)CC1)C2 | -3
89 | Cn1c2ccccc2c(=O)c2c(=O)n(CCCc3ccccc3)cnc21 | -6
90 | COC(=O)[C@]12C[C@H](CC(=O)NCCc3ccccc3OC)C(=O)N(Cc3ccc(Cl)cc3Cl)C1=C[C@H](C(C)(C)C)O[C@@H]2C | -7
91 | O=C(Nc1ccccc1Oc1ccccc1)NC1CCCCN(Cc2ccc(Cl)cc2)C1=O (configuration not stated) | 1
92 | Cc1noc(C)c1C(=O)N1CCC(n2nnc3ncccc32)CC1 | 4
93 | CC(C)NC(=O)N[C@H]1C[C@@H]2O[C@@H](CO)CC[C@@H]2O[C@@H]1CCc1ccc(-c2ccc(F)cc2)cc1 | 4
94 | CC(=O)N1c2cc(S(=O)(=O)N3CCN(c4ccccc4F)CC3)c(Br)cc2CC1C (configuration not stated) | 2
95 | COC(=O)[C@]12C[C@H](CC(=O)NCC34CC5CC(CC(C5)C3)C4)C(=O)N(Cc3ccco3)C1=C[C@H](C(C)C)O[C@@H]2C1CC1 | -1
96 | Cc1ccc(Cn2cc(COC(=O)N3CCCC3)nn2)cc1 | 2
97 | O=C(Nc1ccccc1)Nc1nc2ncccn2c1-c1ccc(F)cc1 | -3
98 | O=C(NCC(c1ccccc1)c1ccccc1)[C@H](Cc1ccccc1)NC1(C(=O)NC2CCCCC2)CCCC1 | -1
99 | O=C(NCc1cccc2ccccc12)C1CCCN(c2nc3ccccc3o2)C1 (configuration not stated) | -3
100 | C=CCN(C)C(C#Cc1ccccc1)Cc1ccccc1 (configuration not stated) | 0
101 | COC(=O)c1cc(-c2ccc3ccccc3c2)c(=O)n2c1CCC2 | 0
102 | COc1cccc(Cn2cc(COC(=O)N(C)Cc3ccccc3)nn2)c1 | 1
